TCR act – activates T cell receptor signaling. primary human leukocytes, anti-CD3, IL-2 HTRF, 48 h. Potency, µM (top dose mostly 9.22 µM), for inactives: at the top dose activation of IL-2 secretion, usual class: activators. 330,000 tested, under 10 active; further: % of control where 0% means no effect
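Activity was scored as IL-2 release from primary human leukocytes given only a TCR signal (a-CD3 beads) plus compound for 48 hr. Detection used a two-antibody HTRF format read at 665nm.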
ELG1 repair inh – inhibitors of ELG1-dependent DNA repair in HEK293T cells; HEK293T ELG1-luciferase reporter, luminescence, 16 h; DNA damage induced by 5-fluorouridine; Potency, µM (doses to about 46.1 µM), inactives show at the top dose activity change, negative = inhibition, usual class: inhibitors; 330,000 compounds, 2.3% hits; further: potency means the concentration at half of the fitted maximal effect; on the % scale 0 is the no-effect control and ±100 the full control effect; nearly all actives have a fitted effect of over 55% in size
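Step one: seed 2,000 cells per well. Step two: pin-transfer compound or DMSO alongside 5-fluorouridine. Step three: incubate 16 hr, 37 °C, 5% CO2. Step four: add ONE-Glo, wait 30 min, read luminescence.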
B2AR arrestin – recruits beta-arrestin to the human beta2-adrenergic receptor; beta-arrestin recruitment to beta2AR, cell-based reporter; Potency, µM (series often up to 46.1 µM), inactives show top-dose activation, hits mostly activators; 330,000 compounds, 0.02% hits; AID 492947;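 further: potency means the concentration at half of the fitted maximal effect; 0% = DMSO controls and full agonism = EC100 isoproterenol or metaproterenol; nearly all actives have a fitted effect of over 65% in size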
USP2a inh – USP2a (human) protease inhibition; O75604; USP2 core, Ub-CHOP2 coupled fluorogenic reporter, 485/531; Potency, µM (doses to about 38.3 µM), without a hit: at the highest dose activity change, negative = inhibition, actives largely listed as inhibitors; 330,000 compounds, 0.01% hits; AID 463254;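 further: potency means the concentration at half of the fitted maximal effect; plate controls were DMSO wells for no effect and full inhibition by NEM control for full effect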
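Cell-free coupled assay: 10nM USP2 core preincubated 30min RT with compound in Tris-HCl pH 8.0/CaCl2/CHAPS buffer, then 25nM Ub-CHOP2 and 25nM reporter substrate; fluorescence (Ex 485/Em 531) read after 60min RT, normalized to NEM inhibition, concentration-response curves fitted.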
Chronic BCR inh – inhibitors of chronic active B-cell receptor signaling; ABC-DLBCL IkBa-CBG/CBR reporter, luminescence ratio, 4 h; Potency, µM (doses to about 46.1 µM), inactives show at the top dose ratio change, negative = lower green/red ratio, usual class: inhibitors; 340,000 compounds, 0.05% hits; AID 493014; active means well fitted inhibition curve with a large enough effect in the signal ratio, with a control signal flat, not every such curve was filed as active; inconclusive means small, poorly fitted or top-dose-only effect, or effect the other way, or a change in a side signal; the % refers to the signal ratio;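 further: potency means the concentration at half of the fitted maximal effect; plate controls were basal doxycycline-induced cells for no effect and cells given 10 µM MG132 for full effect; MG132 reads +100%, hits lower the ratio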
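Doxycycline induced both beetle luciferases in TMD8 lymphoma cells; IKK-driven degradation limits the IkappaBalpha-fused green signal, while red luminescence normalises for cell number and nonspecific effects. Compounds tested up to 46 uM, 4 hrs.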
Eya2 phos inh – blocks the phosphatase activity of human Eya2. O00167. recombinant Eya2, OMFP fluorescence dephosphorylation (OMFP is methylfluorescein phosphate). Potency, µM (series often up to 76.9 µM), for the others: at the top dose activity, negative = inhibition, most hits filed as inhibitors. 330,000 compounds, 0.006% hits. AID 488837; further: potency means the concentration at half of the fitted maximal effect; on the % scale 0 is the no-effect control and ±100 the full control effect
Target sequence (O00167 whole entry, looked up): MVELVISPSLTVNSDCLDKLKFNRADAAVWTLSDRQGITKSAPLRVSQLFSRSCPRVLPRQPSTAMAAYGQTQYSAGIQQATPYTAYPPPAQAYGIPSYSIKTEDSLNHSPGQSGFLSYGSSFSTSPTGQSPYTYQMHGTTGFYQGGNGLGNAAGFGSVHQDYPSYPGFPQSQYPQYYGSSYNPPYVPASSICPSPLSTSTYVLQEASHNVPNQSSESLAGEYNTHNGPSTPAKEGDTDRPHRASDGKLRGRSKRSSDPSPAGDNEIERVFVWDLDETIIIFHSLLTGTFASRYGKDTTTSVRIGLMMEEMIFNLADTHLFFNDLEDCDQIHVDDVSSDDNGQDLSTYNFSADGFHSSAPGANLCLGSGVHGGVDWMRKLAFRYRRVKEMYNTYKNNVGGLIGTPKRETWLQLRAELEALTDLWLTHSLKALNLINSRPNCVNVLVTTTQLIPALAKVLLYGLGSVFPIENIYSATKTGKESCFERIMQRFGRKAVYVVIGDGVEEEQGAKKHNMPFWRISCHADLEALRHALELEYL
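Eya2 protein (added as 0.2 uM solution) was preincubated with compound for 10 min at ambient temperature in 50 mM HEPES pH 7.5, 50 mM NaCl, 5 uM MgCl2, 0.05% BSA, 1 mM DTT. OMFP (added at 50 uM) then reacted 10 min; fluorescence read at 485/525 nm.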
TSHR antagonist – antagonists of human thyroid stimulating hormone receptor | activity change, negative = inhibition, % at 11.5 µM | 330,000 compounds, 0.2% hits | TSHR-expressing cells, TSH-stimulated cAMP HTRF, 2 h; stronger effect = lower value | P16473;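 active means activity change below a set negative limit, meaning inhibition stronger than a set level, cut at about -70% in these data; inconclusive means activity change between two set negative limits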; further: on the % scale 0 is the no-effect control and ±100 the full control effect
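Competitive HTRF cAMP read-out (cryptate anti-cAMP antibody, cAMP-d2; 30 min, room temperature) in freshly harvested TSHR cells. Compounds added before TSH at EC80 (4nM final), followed by 2 hours' incubation at 37 deg C.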
Mito fusion act – inhibitors of mitochondrial division or activators of mitochondrial fusion. AID 485298. 320,000 compounds, 0.23% hits. Potency, µM (titrated, usually from 46.1 µM), without a hit: at the top dose growth rescue (activation), actives largely listed as activators. S. cerevisiae fusion-defective mutant growth rescue, CellTiterGlo 48 h;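 further: potency means the concentration at half of the fitted maximal effect; % of control where 0% means no effect; nearly all actives have a fitted effect of over 45% in size; temperature-sensitive fusion mutants such as fzo1-1 at 37 °C on non-fermentable ethanol glycerol medium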
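Temperature-sensitive fusion-defective S. cerevisiae (e.g. fzo1-1, mgm1-5) were grown with compound in YPEG medium (3% ethanol, 3% glycerol) for 48 hours at 37C. Growth rescue was measured as viability by CellTiterGlo luminescence after 10 minutes at ambient.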
uPA generation – blocks generation of uPA at the cell surface; 330,000 compounds, 0.31% hits; Potency, µM (titrated, usually from 38.3 µM), for the others: at the highest dose activity change, negative = inhibition, actives largely listed as inhibitors; cell surface uPA generation assay, qHTS; active means well fitted inhibition curve with a large enough effect; inconclusive means small, poorly fitted or top-dose-only effect; inactive means no such curve, though single readings can be large or run the other way; tested in mouse RAW 264.7 cells; further: potency means the concentration at half of the fitted maximal effect; on the % scale 0 is the no-effect control and ±100 the full control effect; nearly all actives have a fitted effect of over 55% in size
Tb PFK block – blocks T. brucei phosphofructokinase | O15648 | T. brucei PFK, ADP-Glo luminescence | Potency, µM (highest dose often 57.5 µM), for inactives: top-dose activity, negative = inhibition, usual class: inhibitors | 330,000 compounds, 0.17% hits | AID 485367;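 further: potency means the concentration at half of the fitted maximal effect; 0% = uninhibited 1x PFK enzyme wells and -100% = no-enzyme wells; nearly all actives have a fitted effect of over 60% in size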
Target sequence (O15648 whole entry, looked up): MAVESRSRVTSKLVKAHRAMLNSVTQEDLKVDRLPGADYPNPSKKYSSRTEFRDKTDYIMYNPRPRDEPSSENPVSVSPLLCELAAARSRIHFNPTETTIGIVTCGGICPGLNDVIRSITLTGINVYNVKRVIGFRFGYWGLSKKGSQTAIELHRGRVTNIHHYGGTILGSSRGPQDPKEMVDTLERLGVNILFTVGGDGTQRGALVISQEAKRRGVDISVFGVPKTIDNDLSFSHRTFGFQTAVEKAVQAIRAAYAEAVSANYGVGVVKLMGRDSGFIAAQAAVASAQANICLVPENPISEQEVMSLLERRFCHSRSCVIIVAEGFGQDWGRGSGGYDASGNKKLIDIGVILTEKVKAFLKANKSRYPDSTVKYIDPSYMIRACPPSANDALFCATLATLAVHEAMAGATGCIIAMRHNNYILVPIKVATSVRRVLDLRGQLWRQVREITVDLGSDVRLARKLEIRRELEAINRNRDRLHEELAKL
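In TEA buffer at pH 8.0 with 5 mM MgCl2, enzyme (1.25 nM) converted F6P (0.5 mM) and ATP (0.1 mM) for 45 min at room temperature. ADP product was read by luciferase luminescence.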
TSG101-PTAP inh – blocks PTAP/TSG101 interaction to inhibit HIV-1 budding. Fluorescence polarization, FITC-PTAP peptide / Tsg101 binding. Potency, µM (series often up to 115 µM), for inactives: top-dose activity change, negative = inhibition, hits mostly inhibitors. 340,000 tested, under 10 active. AID 493005; active means well fitted inhibition curve with a large enough effect in the main read-out, with a control signal flat, not every such curve was filed as active; inconclusive means small, poorly fitted or top-dose-only effect, or effect the other way, or a change in a side signal; inactive means no such curve, though single readings can be large or run the other way; further: potency means the concentration at half of the fitted maximal effect; % of control where 0% means no effect
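Tsg101 binding domain (10 uM final) was mixed with compound and a FITC-labeled PTAP peptide (50 nM final) in HEPES pH 7.5 buffer with NaCl, Tween 20, EDTA and TCEP; fluorescence polarization was read after 20 min at r.t.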
The depositor's hits bear a star; ? = inconclusive; nt = no result given; [ ] = dose if it differs, or a comment. Unless noted, the call rests on the fitted dose curve; in most records, active means well fitted curve in the direction sought with a large enough effect; inconclusive means small, poorly fitted or top-dose-only effect, or another doubt; inactive means no such curve, though single readings can be large; an effect the other way counts as inactive or inconclusive.

SMILES	TCR act	ELG1 repair inh	B2AR arrestin	USP2a inh	Chronic BCR inh	Eya2 phos inh	TSHR antagonist	Mito fusion act	uPA generation	Tb PFK block	TSG101-PTAP inh
C=CCN1c2ccccc2[C@]23C[C@@H](C(=O)OC)N(C(=O)c4ccc(Br)cc4)C2=NC(C(=O)OC)=C(C(=O)OC)[C@H]13	-1%	?	-0.7%	-8%	7%	2%	-3	?	5.6µM*	3%	-5%
CCCCn1c(SCC(=O)NNC(=O)c2ccco2)nnc1-c1ccco1	2%	?	0.0%	-1%	0%	10%	2	-1%	0%	3%	-1%
CCN(CC)c1nc(Nc2ccc(Cl)cc2)nc(OCC#N)n1	-3%	-1%	0.4%	0%	?	-8%	-12	0%	8%	-1%	-8%
Cc1ccc(-n2nc3c(N4CCC(C(=O)N5CCC(C(N)=O)CC5)CC4)nnc(C)c3c2C)cc1	-7%	3%	-1.0%	3%	7%	9%	1	8%	6%	-2%	9%
N#Cc1nc(COc2ccc(Cl)cc2Cl)oc1N1CCN(c2ccccc2)CC1	nt	10%	-1.4%	1%	?	-5%	28	10%	nt	4%	1%
Cc1c(C#N)c2ncnc(N)c2n1-c1ccccc1	-1%	?	0.1%	0%	-1%	7%	-4	-1%	5%	1%	-8%
O=c1c(Cc2ccccc2O)c(O)nc2n1CCCS2	-3%[46.1 µM]	-15%	0.8%	2%	?	6%	3	-8%	3%	5%	-6%
Cc1cc(NC(=O)CSc2nnc(-c3ccncc3)n2C)n(-c2ccccc2)n1	6%	7%	0.1%	-5%	-8%	-2%	1	-2%	1%	1%	-1%
CCC1CCCCN1CCCNC(=O)C1CCN(c2nnc(-n3cccc3)s2)CC1 (configuration not stated)	-7%	12%	-1.0%	2%	-7%	-26%	-2	-13%	-9%	3%	-1%
Cn1nc(C(=O)NC2CCCCCC2)ccc1=O	1%	4%	0.1%	1%	2%	20%	10	1%	-1%	-1%	-2%
CCOC(=O)C1=C(N)N2C(=O)C(C)SC2=C(C(=O)OCC)C1c1ccc(O)cc1 (configuration not stated)	-3%	?	-0.8%	0%	26%	-11%	0	3%	12%	0%	-6%
O=C(NN=C1CCCCCCCCCCC1)c1ccccc1F	1%[46.1 µM]	10%	-0.7%	1%	?	1%	-6	-2%	0%	0%	0%
CCn1c(C(C)NS(=O)(=O)c2ccc(Cl)cc2)n[nH]c1=S (configuration not stated)	5%	1%	0.0%	0%	5%	5%	9	-1%	1%	-4%	-4%
CSc1ccc(CN(C)C(=O)COc2ccc(C(=O)c3ccccc3)cc2)cc1	1%	-9%	-1.0%	1%	?	2%	-3	29%	?	2%	0%
CC(Sc1ccccc1)C(=O)Nc1ccc(N2CCOCC2)cc1 (configuration not stated)	nt	18%	-0.3%	0%	2%	3%	-1	1%	5%	2%	-7%
CCOc1ccc(NC(=O)CN(C)C(=O)C2CC(=O)N(CCc3ccccc3)C2)cc1OCC (configuration not stated)	-5%	-3%	-0.3%	0%	-9%	4%	11	0%	7%	-10%	-5%
CN(C)S(=O)(=O)Nc1ccc(NS(=O)(=O)N(C)C)c(S(=O)(=O)c2ccccc2)c1	4%	0%	0.0%	2%	4%	-1%	-4	3%	5%	-1%	-5%
O=c1[nH]cnc2cc(Cl)ccc12	-13%	-11%	0.0%	0%	1%	-7%	0	4%	-8%	5%	-1%
CC(C)c1ccccc1NC(=O)COC(=O)/C=C/c1cccc([N+](=O)[O-])c1	1%[46.1 µM]	16%	-0.3%	2%	-1%	3%	3	-4%	16%	-2%	-1%
COc1cc(OC)c(OC)cc1CN1CCN(S(=O)(=O)c2ccc(NC(C)=O)cc2)CC1	2%	?	-1.3%	3%	?	-3%	13	1%	-5%	-1%	-1%
COc1ccc(N/C=C2/CCCCC2=O)cc1	-5%	?	0.0%	-12%	?	4%	5	?	-4%	?	-13%
COc1ccc(-n2nc3c(c2NC(=O)c2c(F)cccc2Cl)CS(=O)C3)cc1 (configuration not stated)	0%	1%	0.0%	2%	?	-11%	7	-4%	16%	-5%	-4%
COc1ccc(-c2cc(C(=O)N3CCN(c4ccccc4)CC3)no2)cc1	-3%	?	-0.4%	0%	?	10%	-38	6%	1%	-4%	-3%
Cc1ccccc1N1C(=O)C(Oc2ccc(Cl)cc2)C1CNC(C)(C)C (configuration not stated)	2%[46.1 µM]	-3%	-0.7%	2%	1%	1%	11	-13%	20%	-3%	0%
Cc1ccc(OCC(=O)Nn2cnc3ccccc32)cc1	-1%	11%	-0.2%	1%	7%	-3%	10	3%	-1%	2%	0%
CC(=O)c1ccc(N2CCN(C(=O)c3nn(Cc4ccccc4)c(=O)c4ccccc34)CC2)cc1	-1%	9.2µM*	-0.7%	-22%	?	?	5	2%	-1%	-11%	-11%
Cc1ccc(C)c(N(C(=O)CNC(=O)c2ccco2)C(C(=O)NC2CCCCC2)c2ccncc2)c1 (configuration not stated)	-6%	6%	-0.2%	3%	1%	-2%	15	-3%	8%	0%	0%
O=C(COC(=O)c1ccc2[nH]c3c(c2c1)CCCC3)Nc1ccccc1	1%[46.1 µM]	-7%	-1.6%	-1%	?	2%	5	10%	4%	-4%	-3%
Cc1noc(C)c1S(=O)(=O)Nc1ccccc1OC(F)(F)F	0%	-20%	0.4%	0%	-7%	0%	-5	9%	0%	-4%	2%
COC(=O)C1=CN(C)C=C(C(=O)OC)C1c1ccc(O)c(OC)c1	-8%	?	0.1%	-6%	-7%	7%	9	-6%	-3%	-2%	-5%
Cc1c(Cl)cnc(NC(=O)CSc2nnnn2C)c1Cl	-3%	5%	-0.1%	-1%	4%	-17%	nt	nt	8%	0%	-2%
CC1CCCC(C)N1C(=O)CSc1nnc(COc2ccccc2)n1-c1ccccc1 (configuration not stated)	nt	-18%	0.3%	7%	20%	-17%	-6	1%	-1%	-2%	-1%
Cc1cccc(NCCC(=O)c2ccc(Br)cc2)c1	nt	?	-1.0%	0%	1%	-12%	0	-1%	5%	2%[0.46 µM]	-6%
CCN(C(=O)COC(=O)c1ccc(COc2ccc3c(C)cc(=O)oc3c2)cc1)C1CCS(=O)(=O)C1 (configuration not stated)	-10%	?	0.1%	-1%	?	-29%	4	2%	-2%	0%	-2%
CCN1CCN(Cc2cc(=O)oc3ccc(Cl)cc23)CC1	-27%	-3%	-1.2%	1%	?	17%	-7	2%	-1%	-2%	-5%
O=S(=O)(c1cc(Cl)ccc1Cl)N1CCN(c2ccccn2)CC1	0%	-15%	-0.4%	2%	-3%	-5%	-2	14%	0%	4%	-1%
CCOC(=O)c1ccc(NC(=O)c2cc(S(=O)(=O)N3CCOCC3)ccc2O)cc1	-3%	-22%	-0.1%	4%	?	5%	-4	-6%	-3%	7%	-3%
O=C(Nc1ccccc1Cl)c1cccc(COc2cc(Cl)ccc2Cl)c1	-4%	?	0.5%	5%	?	3%	-10	0%	3%	-1%	-2%
S=c1[nH]nc(-c2ccc3ccccc3n2)n1-c1ccc2ncccc2c1	7%[46.1 µM]	16%	-0.1%	2%	-9%	2%	7	5%	4%	-18%	1%
CC[C@]12c3[nH]c4cc(CCC(=O)N(C)C)ccc4c3CCN1C(=O)[C@@H](CC(=O)NCCc1ccccn1)C[C@@H]2C(=O)N1CCN(C(=O)C2CC2)CC1	-2%[46.1 µM]	15%	-0.6%	0%	?	5%	2	nt	9%	0%	-1%
CN(C)/C=C(\C#N)C(=O)N/N=C/c1ccc(Cl)cc1	0%	16%	-0.1%	3%	5%	10%	11	5%	11%	12%	-4%
Cc1c(/N=C(\[O-])Nc2ccc(Br)cc2)sn[n+]1C	4%	?	-0.6%	1%	?	0%	12	0%	?	2%	0%
CC(C)CCNC(=O)C1CCC(CNc2c(N3CCC(C)CC3)c(=O)c2=O)CC1 (configuration not stated)	-4%	-1%	-0.8%	-2%	-1%	-5%	-4	1%	-1%	2%	3%
CC(C)c1nnc(NC(=O)CCC(=O)NCc2ccc3c(c2)OCO3)s1	1%	5%	-0.7%	-1%	8%	1%	0	-3%	-5%	-7%	0%
O=C(CSc1cccc[n+]1[O-])Nc1cc(S(=O)(=O)N2CCOCC2)ccc1Cl	0%[46.1 µM]	0%	3.8%	2%	1%	2%	41	-1%	2%	-3%	0%
C=CC(=O)NN(C)c1ncc(C(F)(F)F)cc1Cl	2%	2%	0.7%	2%	-8%	8%	6	0%	3.5µM*	-3%	0%

Compound activity as filed in PubChem.
